# H9c2 TAG inh = triacylglycerol accumulation inhibition | H9c2 cells, Nile Red lipid (TAG) fluorescence; cells loaded with 200 µM oleic acid | inhibition, % at 12.5 µM | hit rate 0.66% among 230,000 | AID 651582;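 active means pattern-corrected inhibition of lipid staining of at least 50% with the nuclear-stain viability signal not falling by more than 50%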;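 further: 0% = DMSO wells and 100% = triacsin C control wells; some results filed as inactive read as strong as hits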
# H9c2 TAG inh DAPI viability = recorded beside H9c2 TAG inh, whose call it bears; DAPI nuclei signal change (viability), lower = more cytotoxic, %;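 whole-well DAPI fluorescence read on a plate reader as a viability signal; minus 50 percent equals half of cells still viable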
# * hit, by the source's call. An excerpt, so the mix of outcomes need not match the whole.
SMILES,H9c2 TAG inh,H9c2 TAG inh DAPI viability
CCOC(=O)Cn1c(=O)oc2cc(S(=O)(=O)NCCc3ccc(C)cc3)ccc21,1.8,-8.6
COc1ccc(/C=N/NC(=O)CN(C)S(=O)(=O)c2ccc(NC(C)=O)cc2)cc1,-2.7,-2.7
C[C@H](CO)N1C[C@H](C)[C@@H](CN(C)S(=O)(=O)c2cn(C)cn2)OCc2cn(nn2)CCCC1=O,10.4,-1.6
Cn1c(=O)c2cc(NC(=O)CCc3ccc4c(c3)OCO4)ccc2n1Cc1ccc(F)cc1,-0.2,3.9
O=C1CC[C@@H]2CC3(C[C@@H]4CCN1[C@H]24)Nc1cc(Cl)ccc1NC3=NC1CCCCC1 (stereo not given in full),29.5,1.5
CN(C)c1ccc2nsnc2c1[N+](=O)[O-],-5.4,2.5
CCCCOC(=O)Nc1ccc(S(=O)(=O)Nc2nccs2)cc1,5.9,0.0
CC(C)Cc1ccc(CN2CCCC(NC(=O)c3ccnn3C)C2)cc1 (stereo not given),-5.5,6.9
COc1ccccc1NC(=O)C(C)OC(=O)CC1CCCCC1 (stereo not given),14.7,-0.9
C[C@H]1C=C(C(=O)NCc2nc3ccccc3[nH]2)O[C@@H](OCc2ccc(CO)cc2)C1,3.3,3.7
CN(C)c1ccc(/C=N/NC(=O)c2cc(=O)[nH]c3ccccc23)cc1,-2.8,5.6
O=C(CSc1nc(C2CC2)nc2ccccc12)Nc1ccccc1N1CCOCC1,-8.3,9.6
O=C(Cn1ncc2c(=O)oc3ccccc3c21)N1CCc2ccccc2C1,7.8,6.1
CC1(/[N+]([O-])=C/c2ccc(F)cc2)CCCCC1=O (stereo not given),-8.9,3.2
CCOCCOc1nc2c(c(=O)n(C)c(=O)n2C)n1Cc1ccc(C)cc1,-7.7,-0.6
C[n+]1ccccc1Nc1cc([N+](=O)[O-])ccc1N,6.7,-1.2
COc1ccc(/C=N/NC(=O)c2ccc(NC(=O)C3CCCCC3)cc2)cc1O,12.4,4.8
CC1Cc2nc(SCC(=O)NCC3CCCO3)n(-c3ccccc3)c(=O)c2S1 (stereo not given),-0.8,-12.5
CN(C)S(=O)(=O)c1ccc(N2CCCC2)c(C(=O)NC2CCC(O)CC2)c1 (stereo not given),-9.5,4.9
NC(=S)NNc1cc(Cl)cc(Cl)c1,0.5,-9.8
CN1CCC(OC(=O)c2ccccc2Cl)CC1,-15.1,9.9
CCc1nc(SCC(=O)Nc2cc(C)on2)c2c(=O)n(C)c(=O)n(C)c2n1,-1.7,-2.4
O=C(CN1CCN(C(=O)C2CCCO2)CC1)Nc1ccc(Br)cc1 (stereo not given),-9.1,-3.7
O/C(=C\c1ccc2ccccc2n1)c1ccc(O)cc1O,7.6,2.7
O=c1c(-c2nn[nH]n2)coc2ccc(Cl)cc12,8.1,-0.5
Cc1ccc(-c2cc(=O)[nH]c(NCc3ccccc3)n2)cc1,-11.7,7.3
CC(C)CCN1CCC(CN2CCNC(=O)C2=O)CC1,-6.1,2.7
COc1ccc2ccccc2c1/C=N/NC(=S)NCCN1CCOCC1,9.9,-8.7
COc1ccc(NC(=O)CN2CCN(c3ccc(Cl)cc3)CC2)c(OC)c1,-3.3,0.1
N#CC1(NC(=O)CN2CCN(S(=O)(=O)c3ccccc3F)CC2)CCCC1,4.5,-6.4
CNC(=O)NC(=O)COc1c(F)c(F)cc(F)c1F,0.7,-8.3
CCn1c(SCC(=O)Nc2c(C#N)cnn2-c2ccccc2)nnc1-c1cccs1,-5.0,6.3
Cc1ccc(CNC(=O)C2(S(=O)(=O)c3ccccc3)CC=CC2)cc1,0.3,0.9
COCCNC(=O)c1onc(CSc2ccncc2)c1C(=O)NCCOC,6.9,-10.0
CN(c1ccccc1)S(=O)(=O)c1cccc(C(=O)NCc2ccccc2)c1,-13.6,2.1
COc1cc(OC)cc(C(=O)NNC(=O)CCc2nc3ccccc3c(=O)[nH]2)c1,-9.0,-2.8
CC1(C(=O)NS(=O)(=O)c2cccs2)CCN1C(=O)C1(c2ccccc2)CCCC1 (stereo not given),-5.3,-6.2
Nc1c(Cl)ncnc1N/N=C/c1ccncc1,-2.2,-5.0
Cc1ccc(NS(=O)(=O)c2cccc(C(=O)N3CCCCCC3)c2)cc1,-12.9,-0.4
O=C(Nc1cccc(Cl)c1)Nc1nnc([C@H]2C[C@H](O)[C@@H](CO)O2)s1,0.0,11.0
COC(=O)c1ccc(N2CCCCC2)c(N)c1,-9.2,4.4
O=c1c2ccccc2nnn1CSc1ncnc2ccccc12,7.2,-2.5
CCCN(CC1CC1)S(=O)(=O)c1ccc(S(N)(=O)=O)cc1,-1.5,3.9
O=C(COC(=O)CCCSc1nc2ccccc2[nH]1)NC(=O)NC1CCCC1,-1.3,2.0
COc1ccc(CNC(=O)COC(=O)c2[nH]c(C)c(C(C)=O)c2C)cc1OC,-4.5,-3.3
Nc1nc(CSc2nnnn2-c2ccccc2)nc(Nc2ccccc2)n1,-18.1,19.0
CCCCCCn1c(=O)n2n(c1=O)C[C@]1(OC(=O)Nc3cccs3)CN(S(=O)(=O)c3ccc(C)cc3)C[C@]1(O)C2,11.4,1.4
NC(=O)[C@@H]1CCCNc2c(I)cc([N+](=O)[O-])cc2C(=O)N[C@@H](CO)C(=O)N[C@@H](Cc2ccc(O)cc2)C(=O)N1,-16.7,-1.8
COc1ccc(Cc2c(C)nc(N)nc2Cl)cc1,-8.1,-4.5
CCC(=O)Nc1cccc(NC(=O)COc2ccc(OC)cc2)c1,6.7,4.9
CC(C)c1ccc(NC(=O)CNCC(c2ccccc2)N(C)C)cc1 (stereo not given),0.7,8.9
COc1cc(/C=C/c2ccc(/C=C/c3cc(OC)c(OC)c(OC)c3)cc2)cc(OC)c1OC,-18.4,112.8
Cc1noc(/C=C/c2nn(C)cc2Cl)c1[N+](=O)[O-],-0.8,-8.6
COc1ccccc1CC(=O)Nc1ccc2c(c1)OC1(CCCC1)O2,9.8,5.9
Cc1nc(N2CCN(C(=O)c3ccco3)CC2)nc2c1C(=O)CCC2,17.8,-9.7
Cc1ccc(C(=O)NCC(=O)OCC(=O)Nc2ccccc2C#N)s1,-6.4,-5.0
CCCCN1CC(=O)N2[C@H]3c4ccccc4OC[C@@H]3[C@H](c3ccccc3)[C@]2(C)C1=O,2.6,-3.3
CCc1ccc(N2CC(C(=O)N(CC)CC(=O)Nc3c(F)cccc3F)CC2=O)cc1 (stereo not given),-3.8,-1.7
CC(C)(C)NC(=O)NC(=O)COC(=O)C1CC(=O)N(Cc2ccccc2)C1 (stereo not given),-25.2,15.6
CCOC(=O)c1nc2c(=O)n(C)c(=O)n(C)c2n(C)c1=O,1.6,-3.3

# Next part.
SMILES,H9c2 TAG inh,H9c2 TAG inh DAPI viability
Cc1ccsc1CN(C)CC(=O)Nc1cccc(S(=O)(=O)N(C)c2ccccc2)c1,-41.0,3.6
COc1cccc(CN(Cc2ccccc2F)S(=O)(=O)c2ccc(S(=O)(=O)NCc3ccccc3)cc2)c1,14.3,-9.4
Cc1ccc(/C=C/c2nc3ccccc3s2)s1,-10.1,1.5
O=c1c2c3c(sc2nc2n1CCCCC2)CCCC3,11.4,2.4
O=C(COC(=O)COc1ccc(Br)cc1)NC1CCS(=O)(=O)C1 (stereo not given),8.1,-9.3
CCOc1ccc(CCNC(=O)c2[nH]c(C)c(C(C)=O)c2C)cc1OCC,17.7,-5.2
CCCN1C2CCCC1CC(NC(=O)c1ccccc1OC)C2 (stereo not given),-3.5,-1.2
C[C@]12C(=O)N(c3ccc(Cl)cc3)C(=O)N1[C@@H]1c3ccccc3OC[C@@H]1[C@H]2c1ccccc1,-5.8,1.6
CCOc1ccc(OCC(=O)OCC(=O)N2CCN(C(=O)c3ccco3)CC2)cc1,-13.9,7.6
COCC(C)n1c(C)cc(C(=O)Cn2nc(C(=O)O)c3ccccc3c2=O)c1C (stereo not given),5.8,-5.2
Cc1ccc(N(CC(=O)Nc2ccc(-c3nc4ccc(C)cc4s3)cc2)S(C)(=O)=O)cc1,28.1,50.9
COc1ccccc1-c1nnc2sc(COc3ccc(F)cc3)nn12,19.3,6.0

# As a short view, part of the list above.
SMILES,H9c2 TAG inh,H9c2 TAG inh DAPI viability
Cc1ccsc1CN(C)CC(=O)Nc1cccc(S(=O)(=O)N(C)c2ccccc2)c1,-41.0,3.6
COc1cccc(CN(Cc2ccccc2F)S(=O)(=O)c2ccc(S(=O)(=O)NCc3ccccc3)cc2)c1,14.3,-9.4
Cc1ccc(/C=C/c2nc3ccccc3s2)s1,-10.1,1.5

# Going on with the list.
SMILES,H9c2 TAG inh,H9c2 TAG inh DAPI viability
CCS(=O)(=O)c1ccc2oc(Nc3ccccc3Br)nc2c1,0.0,0.4
COc1cccc(C2NC(=O)NC(C)=C2C(=O)Nc2cccc(C)c2C)c1 (stereo not given),-13.0,5.6
Cc1ccc(C(=O)C2C(c3cccs3)NC(=O)NC2(O)C(F)(F)F)cc1 (stereo not given),6.1,5.3
COCC1OS(=O)(=O)NC(CC(=O)SC(C)(C)C)C1C (stereo not given),-12.9,-4.0
O=C(NC1CC1)c1ccc(NC(=O)C2CCCCC2)cc1,12.6,-6.2
CC1CC(C)CN(C(=O)COC(=O)c2ccc3c(c2)OCO3)C1 (stereo not given),15.8,0.3
C#CCN(CC=C)C(=O)c1cccc(OC2CCN(S(C)(=O)=O)CC2)c1,0.0,-0.5
CCCCCCCN1CCC(=O)N([C@H](CO)Cc2ccccc2)CC1,-4.3,-1.0
COc1ccc(CCNC(=O)c2csc3c2CCCC3)cc1OC,-18.6,1.2
NC(Cc1ccc(C(F)(F)F)cc1)c1csc(NC(=O)Nc2ccccc2Cc2ccccc2)n1 (stereo not given),119.6,-63.5
Cc1ccc(OCCC(=O)OCC(=O)N2c3ccccc3NC(=O)C2(C)C)cc1,-14.6,0.5
CCOC(=O)CN[C@H]1CCC2C3CC=C4C[C@@H](O)CC[C@]4(C)C3CC[C@@]21C (stereo not given in full),-5.5,-4.6
CSc1nc2cc(Oc3cccc(Cl)c3Cl)c(Cl)cc2[nH]1,0.3,1.6
COC(=O)/C=C1\SC(=Nc2ccc(OC)cc2)NC1=O,2.9,-8.4
COc1ccc(S(=O)(=O)NCCc2nnc3ccc(SCc4cccnc4)nn23)cc1,4.2,1.2
O=C(CN1C(=O)S/C(=C\C=C\c2ccccc2)C1=O)N1CCCCC1,16.2,3.2
CC(C)=C[C@@H]1C[C@H](C)[C@H]2CC[C@H](C)c3c(O)c(O)c(C)c1c32,-0.9,2.7
OCCN1CCN(c2ncnc3c2ncn3[C@H]2CN(Cc3ccc4c(c3)OCO4)C[C@@H](CO)O2)CC1,-1.8,-7.1
COc1ccc(N2CCN(C(=O)CNC(=O)c3ccco3)CC2)cc1,-0.6,0.7
O=C(Nc1ccccn1)C(NS(=O)(=O)c1cccc2nsnc12)c1ccccc1 (stereo not given),-1.3,-2.3
CC(C)NC(=O)C1CCN(C2CCN(Cc3nc4ccccc4s3)CC2)CC1,-0.5,11.6
N=C1SC(CC(=O)Nc2ccc([N+](=O)[O-])cc2)C(=O)N1c1ccccc1 (stereo not given),-13.2,-4.2
COc1ccc(O)c(-c2cc(-c3cccs3)[nH]n2)c1,15.4,4.5
O=c1c2ccccc2nc2n1C(CSc1ccc(Cl)cc1)CN2 (stereo not given),4.3,-0.1

# Single records, as listed above. Values in the order: H9c2 TAG inh | H9c2 TAG inh DAPI viability
# Record of COc1ccc(N2CCN(C(=O)CNC(=O)c3ccco3)CC2)cc1 = -0.6 | 0.7
# Record of O=C(Nc1ccccn1)C(NS(=O)(=O)c1cccc2nsnc12)c1ccccc1 (stereo not given) = -1.3 | -2.3
# Record of CC(C)=C[C@@H]1C[C@H](C)[C@H]2CC[C@H](C)c3c(O)c(O)c(C)c1c32 = -0.9 | 2.7
# Record of COc1ccc(S(=O)(=O)NCCc2nnc3ccc(SCc4cccnc4)nn23)cc1 = 4.2 | 1.2
# Record of OCCN1CCN(c2ncnc3c2ncn3[C@H]2CN(Cc3ccc4c(c3)OCO4)C[C@@H](CO)O2)CC1 = -1.8 | -7.1

# (list continues)
SMILES,H9c2 TAG inh,H9c2 TAG inh DAPI viability
O=C1c2ccccc2C(=O)N1CCC1(O)C(c2ccccc2)=Nc2ccccc21 (stereo not given),-12.0,-1.5
Cc1cc(C)c(OCC(=O)N2CCN(c3ncc(C(F)(F)F)cc3Cl)CC2)c(C)c1,1.6,1.3
Cc1cc(=O)oc2cc(OCC(=O)N3CCOCC3)c(Cl)cc12,-3.9,0.5
CC1CCC(NC(=O)c2cc3c(s2)CCCC3)CC1 (stereo not given),-2.1,-2.0
O=C(CN1C(=O)c2ccccc2C1=O)NC1CCS(=O)(=O)C1 (stereo not given),-2.5,-3.3
CNC(=O)c1csc(Cc2c(Cl)sc3ccc(Cl)cc23)n1,11.0,-6.5
Cc1c(NC(=O)C2CCCN2S(=O)(=O)c2cccc3nsnc23)cccc1C(=O)O (stereo not given),5.5,4.6
CCCCC(=O)Nc1ccc(C(=O)N2CCN(C)CC2)cc1,-12.0,18.1
CCNc1nc(NCC)nc(OCC(=O)O)n1,-9.5,9.8
CC(=O)Oc1cccc(NC(=O)c2cccc(C(=O)Nc3cccc(OC(C)=O)c3)c2)c1,-1.2,-7.6
COc1ccc(C(=O)N2CCN(C(=O)c3ccc(-c4ccccc4)cc3)CC2)cc1OC,-19.2,-6.9
CCOC(=O)C1=C(c2ccccc2)NC(=S)NC1c1cc([N+](=O)[O-])ccc1OC (stereo not given),-43.3,-4.1
CCOC(=O)COc1ccc2c(C)cc(=O)oc2c1C(=O)c1ccccc1,7.4,-0.4
O=C(OCC(=O)N1CCc2ccccc21)[C@@H]1CC(O)CN1S(=O)(=O)c1ccc(Cl)cc1 (stereo not given in full),9.7,-4.4

# Screens deposited in PubChem by Sanford-Burnham Center for Chemical Genomics.
